Compound activity: PubChem, Broad Institute
C diff growth: inhibitors of Clostridium difficile growth; Clostridium difficile clinical isolate growth, OD600, 24 h; hits give low values; growth activity, negative = inhibition, % at 16 µg/mL (by protocol); 86,000 tested, 0.25% active;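 active = mean growth activity at or below -80% and every replicate also at or below -80%; inconclusive = mean at or below -80% but some replicate above -80%; inactive = mean growth activity above -80%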;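 note: 0% = DMSO wells and -100% = levofloxacin 16 µg/mL wells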
Pf Dd2 inh: inhibitors of Plasmodium falciparum Dd2 growth; P. falciparum Dd2 growth, SYBR Green, 72 h; hits give low values; activity change, % at 10 µM; 94,000 tested, 2.3% active; in the data active = activity change below about -80%; inconclusive = no clear call, values can overlap the other calls
KDM4C inh: KDM4C (human) demethylase inhibition; GST-KDM4C 2-372, H3K9me3 peptide, LANCE TR-FRET; inhibition, % at 12.5 µM; 96,000 tested, 0.15% active; AID 720574;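 active = mean replicate inhibition above about 25%, with at least 55% of replicates also reaching it, limit read from the data, passing the limit was not always enough; inconclusive = only one of those two conditions met; inactive = neither condition met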
Target sequence (Q9H3R0 2-372 limits assumed): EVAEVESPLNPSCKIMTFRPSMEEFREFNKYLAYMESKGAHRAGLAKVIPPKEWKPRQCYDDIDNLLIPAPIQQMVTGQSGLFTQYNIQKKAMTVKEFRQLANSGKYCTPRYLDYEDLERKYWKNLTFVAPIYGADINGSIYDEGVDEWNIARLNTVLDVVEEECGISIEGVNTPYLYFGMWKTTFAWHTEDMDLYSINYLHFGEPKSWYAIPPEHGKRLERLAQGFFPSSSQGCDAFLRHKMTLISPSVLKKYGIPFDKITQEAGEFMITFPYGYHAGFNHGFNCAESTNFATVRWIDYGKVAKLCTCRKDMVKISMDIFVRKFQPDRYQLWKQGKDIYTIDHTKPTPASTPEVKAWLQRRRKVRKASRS
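Material: N-terminal GST-fused human GASC-1 (KDM4C) fragment, residues 2-372. Input: 10 nM enzyme. Incubation: enzyme reaction 30 min, then detection 60 min, both room temperature. Doses: one test concentration per compound. Read-out basis: inhibition from TR-FRET ratio decrease. Detection: LANCE TR-FRET, excitation 340 nm, emissions 618 and 671 nm.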
T cruzi growth: blocks T. cruzi growth in NIH3T3 culture. T. cruzi beta-gal in NIH3T3, GalScreen luminescence, 90 h. inhibition, % at 8.34 µM. 77,000 tested, 5.9% active. AID 624255;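 active = mean inhibition above about 93%, with at least 55% of replicates each passing it, limit read from the data, passing the limit was not always enough; inconclusive = only one of those two conditions holds; inactive = neither condition holds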
* marks the source's active call; other numbers are inactive results; & = joins results of further samples.

Results for C[C@H]1CCCCO[C@@H](CN(C)C(=O)NC2CCCCC2)[C@@H](C)CN([C@@H](C)CO)C(=O)c2cc(NC(=O)c3ccncc3)ccc2O1 ?
C diff growth: -3; Pf Dd2 inh: -48; KDM4C inh: -0.5; T cruzi growth: 26

How did CO[C@@H]1CN(C)C(=O)c2cc(NS(=O)(=O)c3ccccc3F)ccc2OC[C@@H](C)NC[C@@H]1C do in these assays?
Pf Dd2 inh: 15; KDM4C inh: 0.1; T cruzi growth: -16

How did C[C@@H]1CCc2cnnn2COC[C@@H](c2ccccc2)NC1=O do in these assays?
C diff growth: 0; KDM4C inh: -0.4

How did C[C@H]1CN([C@@H](C)CO)C(=O)c2cc(-c3ccncc3)cnc2O[C@@H]1CN(C)Cc1cccnc1 do in these assays?
C diff growth: 0; Pf Dd2 inh: 25; KDM4C inh: 17; T cruzi growth: -115

What do the screens show for `C[C@H](CO)N1C[C@H](C)[C@H](CN(C)Cc2ccc(-c3ccccc3)cc2)Oc2ccc(NC(=O)c3ccncc3)cc2CC1=O`?
C diff growth: -23; Pf Dd2 inh: -6; KDM4C inh: 0.3; T cruzi growth: 21

What do the screens show for `C[C@@H](NC(=O)C[C@H]1C[C@@H]2c3cc(NC(=O)C4CCC4)ccc3O[C@@H]2[C@H](CO)O1)c1ccccc1`?
C diff growth: 2; Pf Dd2 inh: -3; KDM4C inh: 1.3

What do the screens show for `O=C(CN1CCOCC1)N1CCCCN2[C@@H](CO)[C@@H](c3ccc(Br)cc3)[C@@H]2C1`?
C diff growth: 2; Pf Dd2 inh: 24; KDM4C inh: 0.3; T cruzi growth: 18

Results for CCCNC(=O)N1CC2(C1)[C@@H](c1ccccc1)[C@@H](CO)N2C(=O)CC1CC1 ?
C diff growth: 0; Pf Dd2 inh: 6; KDM4C inh: 1.0

Results for CN1C(=O)c2cc(NC(=O)c3cccc(F)c3)ccc2OC[C@H]2O[C@H](CC(=O)NCc3ccccc3Cl)CC[C@H]21 ?
C diff growth: -4; Pf Dd2 inh: -23; KDM4C inh: 1.2; T cruzi growth: 86

How did COc1ccc(CN(C)C[C@H]2Oc3ccc(NS(=O)(=O)c4ccc(C)cc4)cc3C(=O)N([C@H](C)CO)C[C@@H]2C)cc1 do in these assays?
C diff growth: 1; Pf Dd2 inh: 10; KDM4C inh: 2.8; T cruzi growth: 74

How did Cc1ccccc1-c1ccc2c(c1)O[C@@H](CN(C)C)[C@H](C)CN([C@@H](C)CO)S2(=O)=O do in these assays?
C diff growth: -3; KDM4C inh: -0.5; T cruzi growth: -42

How did CCC(=O)N1C[C@@H](C)[C@H](OC)CN(C)C(=O)c2cc(NC(=O)COC)ccc2OC[C@@H]1C do in these assays?
Pf Dd2 inh: 27; KDM4C inh: -1.0

What do the screens show for `COCC(=O)N1C[C@@H]2[C@H](c3ccccc31)[C@@H](CO)N2C(=O)C1CCCCC1`?
C diff growth: -4; Pf Dd2 inh: -1; KDM4C inh: 0.6; T cruzi growth: -6

How did CCCNC(=O)[C@H]1[C@H](CO)[C@H]2Cn3c(ccc(-c4ccccc4F)c3=O)[C@@H]1N2C(=O)CC do in these assays?
C diff growth: -1; Pf Dd2 inh: -2; KDM4C inh: -0.9; T cruzi growth: 61

What do the screens show for `C[C@H]1CCCCO[C@H](CN(C)C(=O)CCCN(C)C)[C@@H](C)CN([C@@H](C)CO)C(=O)c2cc(NS(C)(=O)=O)ccc2O1`?
C diff growth: -3; KDM4C inh: 1.3; T cruzi growth: -10

How did Cc1cccc(NC(=O)C[C@H]2CC[C@H]3[C@@H](COc4ccc(NC(=O)NC(C)C)cc4C(=O)N3C)O2)c1 do in these assays?
C diff growth: 1; Pf Dd2 inh: -15; KDM4C inh: 0.0; T cruzi growth: 3

Results for C[C@@H]1CCCCO[C@@H](CN(C)C(=O)Nc2ccc3c(c2)OCO3)[C@H](C)CN([C@H](C)CO)C(=O)c2cc(NS(=O)(=O)c3ccccc3)ccc2O1 ?
C diff growth: 7; Pf Dd2 inh: -11; KDM4C inh: 0.9; T cruzi growth: 55

What do the screens show for `O=C(c1ccncc1)N1CCCCN2[C@H](CO)[C@H](c3ccc(-c4ccccc4)cc3)[C@H]2C1`?
C diff growth: -8; Pf Dd2 inh: 55; KDM4C inh: -0.3; T cruzi growth: 103*

Results for COc1ccc(NC(=O)N[C@H]2CC[C@H](CCn3cc(C4(O)CCCC4)nn3)O[C@H]2CO)cc1 ?
C diff growth: 3; Pf Dd2 inh: 8; KDM4C inh: -3.2; T cruzi growth: 10

What do the screens show for `C/C=C/c1cnc2c(c1)C(=O)N([C@H](C)CO)C[C@H](C)[C@H](CN(C)Cc1ccccc1F)O2`?
C diff growth: 2; Pf Dd2 inh: -66; KDM4C inh: -2.5

Reprinted at random: 3 entries already listed.
What do the screens show for `C[C@@H](NC(=O)C[C@H]1C[C@@H]2c3cc(NC(=O)C4CCC4)ccc3O[C@@H]2[C@H](CO)O1)c1ccccc1`?
C diff growth: 2; Pf Dd2 inh: -3; KDM4C inh: 1.3

What do the screens show for `O=C(c1ccncc1)N1CCCCN2[C@H](CO)[C@H](c3ccc(-c4ccccc4)cc3)[C@H]2C1`?
C diff growth: -8; Pf Dd2 inh: 55; KDM4C inh: -0.3; T cruzi growth: 103*

How did CO[C@@H]1CN(C)C(=O)c2cc(NS(=O)(=O)c3ccccc3F)ccc2OC[C@@H](C)NC[C@@H]1C do in these assays?
Pf Dd2 inh: 15; KDM4C inh: 0.1; T cruzi growth: -16

Additional records follow:
Results for COCC(=O)N(C)C[C@H]1Oc2cc(C#CC3CCCC3)ccc2S(=O)(=O)N([C@H](C)CO)C[C@H]1C ?
Pf Dd2 inh: 6; KDM4C inh: 5.9; T cruzi growth: -6

What do the screens show for `C[C@@H]1CN([C@@H](C)CO)C(=O)c2cc(NC(=O)CCC(F)(F)F)ccc2O[C@@H]1CN(C)S(=O)(=O)c1ccc(Cl)cc1`?
C diff growth: 4; Pf Dd2 inh: -6; KDM4C inh: 2.5; T cruzi growth: 38

Results for COc1ccc(S(=O)(=O)Nc2ccc3c(c2)CC(=O)N([C@@H](C)CO)C[C@@H](C)[C@@H](CN(C)Cc2ccccc2)O3)cc1 ?
C diff growth: -8; Pf Dd2 inh: -12; T cruzi growth: 74

What do the screens show for `CCCNC(=O)Nc1ccc2c(c1)OC[C@H](C)N(Cc1cccnc1)C[C@@H](C)[C@@H](OC)CN(C)C2=O`?
Pf Dd2 inh: -46; KDM4C inh: 0.6; T cruzi growth: 66

Results for CO[C@@H]1CN(C)C(=O)c2cc(NC(C)=O)ccc2OC[C@@H](C)N(C(=O)c2ccccc2)C[C@@H]1C ?
C diff growth: 8; KDM4C inh: 2.3; T cruzi growth: -38

What do the screens show for `O=C(C[C@@H]1C[C@H]2c3cc(NC(=O)C4CCOCC4)ccc3O[C@H]2[C@@H](CO)O1)NCc1cc(F)ccc1F`?
C diff growth: 1; Pf Dd2 inh: 22; KDM4C inh: 0.3; T cruzi growth: 28

What do the screens show for `COc1ccc(NC(=O)N2CC3(C2)CN(C(=O)c2cccnc2)[C@H](CO)c2[nH]c4cc(OC)ccc4c23)cc1`?
C diff growth: -1; Pf Dd2 inh: -5; KDM4C inh: -1.1

Results for CC(C)C#Cc1ccc2c(c1)O[C@H](CN(C)C(=O)NC(C)C)[C@@H](C)CN([C@@H](C)CO)S2(=O)=O ?
C diff growth: 5; Pf Dd2 inh: 8; KDM4C inh: 0.5; T cruzi growth: 89

What do the screens show for `C[C@H](CO)N1C[C@H](C)[C@H](CN(C)C(=O)Nc2ccc(F)cc2)Oc2ncc(-c3cccc(C(F)(F)F)c3)cc2C1=O`?
C diff growth: 65; Pf Dd2 inh: -39; KDM4C inh: -2.3; T cruzi growth: 109*

What do the screens show for `C[C@H](CO)N1C[C@H](C)[C@@H](CN(C)C(=O)C2CCC2)Oc2ncc(-c3ccncc3)cc2C1=O`?
Pf Dd2 inh: 19; KDM4C inh: 0.7; T cruzi growth: 31

Results for CO[C@H]1CN(C)C(=O)c2cc(NS(C)(=O)=O)ccc2OC[C@@H](C)N(C(=O)C2CCOCC2)C[C@H]1C ?
Pf Dd2 inh: 24; KDM4C inh: 11; T cruzi growth: 35

Results for COc1cccc(CN2CC3(CCN(Cc4ccccn4)CC3)c3c([nH]c4cc(OC)ccc34)[C@H]2CO)c1 ?
C diff growth: 5; Pf Dd2 inh: -84*; KDM4C inh: 0.4

How did CCC(=O)N1CC(=O)N2[C@H](C1)[C@@H](c1ccc(C#Cc3cccc(OC)c3)cc1)[C@@H]2CO do in these assays?
C diff growth: -10; Pf Dd2 inh: 3; KDM4C inh: -1.5

Results for COc1ccc(S(=O)(=O)Nc2ccc3c(c2)C(=O)N([C@@H](C)CO)C[C@@H](C)[C@@H](CN(C)Cc2ccc(C(F)(F)F)cc2)O3)cc1 ?
C diff growth: -3; Pf Dd2 inh: -11; KDM4C inh: -1.1; T cruzi growth: 37

How did C[C@H](NC(=O)C[C@H]1C[C@H]2c3cc(NC(=O)c4cccnc4)ccc3O[C@H]2[C@@H](CO)O1)c1ccccc1 do in these assays?
Pf Dd2 inh: 11; KDM4C inh: 0.7; T cruzi growth: 43

Results for CO[C@@H]1CN(C)C(=O)c2ccc(NC(=O)Nc3ccccc3F)cc2OC[C@@H](C)N(Cc2ccccc2F)C[C@H]1C ?
Pf Dd2 inh: -90*; KDM4C inh: 0.0; T cruzi growth: 117*

Results for OC[C@@H]1[C@H](c2ccccc2)C2(CN(CC3CC3)C2)N1Cc1nccs1 ?
C diff growth: 8; Pf Dd2 inh: -16; KDM4C inh: -2.2

Results for C[C@H]1CN([C@@H](C)CO)C(=O)c2cc(NC(=O)c3ccncc3)ccc2O[C@@H]1CN(C)S(=O)(=O)c1ccccc1 ?
C diff growth: 2; Pf Dd2 inh: 7; KDM4C inh: 0.2; T cruzi growth: -12

Results for COc1ccc(-c2cnc3c(c2)C(=O)N([C@@H](C)CO)C[C@@H](C)[C@@H](CN(C)S(=O)(=O)c2ccc(OC)cc2)O3)cc1 ?
Pf Dd2 inh: -34; KDM4C inh: -2.4; T cruzi growth: 86

How did COc1ccc(S(=O)(=O)N(C)C[C@@H]2Oc3c(NS(=O)(=O)c4ccc(Cl)cc4)cccc3C(=O)N([C@@H](C)CO)C[C@@H]2C)cc1 do in these assays?
C diff growth: 52; Pf Dd2 inh: 17; KDM4C inh: 16; T cruzi growth: 34

An excerpt from above in order of SMILES length, smallest number first:
Results for COc1cccc(CN2CC3(CCN(Cc4ccccn4)CC3)c3c([nH]c4cc(OC)ccc34)[C@H]2CO)c1 ?
C diff growth: 5; Pf Dd2 inh: -84*; KDM4C inh: 0.4

Results for CO[C@@H]1CN(C)C(=O)c2cc(NC(C)=O)ccc2OC[C@@H](C)N(C(=O)c2ccccc2)C[C@@H]1C ?
C diff growth: 8; KDM4C inh: 2.3; T cruzi growth: -38

Results for CO[C@H]1CN(C)C(=O)c2cc(NS(C)(=O)=O)ccc2OC[C@@H](C)N(C(=O)C2CCOCC2)C[C@H]1C ?
Pf Dd2 inh: 24; KDM4C inh: 11; T cruzi growth: 35

(further entries)
Results for N#C[C@@H]1N[C@@H](CO)[C@@H]1c1ccc(-c2cccc(F)c2)cc1 ?
C diff growth: 2; Pf Dd2 inh: 37; KDM4C inh: -1.4; T cruzi growth: 68

What do the screens show for `COC(=O)C[C@@H]1CC[C@@H]2[C@H](COC[C@H](O)CN2S(=O)(=O)c2ccc(F)cc2)O1`?
C diff growth: -2&-6; Pf Dd2 inh: 3; KDM4C inh: 0.9; T cruzi growth: 67

Results for COc1ccc(S(=O)(=O)N(C)C[C@@H]2Oc3ccc(NS(=O)(=O)c4c(C)noc4C)cc3CC(=O)N([C@@H](C)CO)C[C@@H]2C)cc1 ?
C diff growth: 6; Pf Dd2 inh: -3; KDM4C inh: 0.2; T cruzi growth: 18

How did CCCNC(=O)N1CC2(C1)CN(Cc1ccccn1)[C@@H](CO)c1c2c2ccc(OC)cc2n1C do in these assays?
C diff growth: 3; Pf Dd2 inh: -7; KDM4C inh: 1.7

Results for O=C(N[C@@H]1CC[C@H](CCNS(=O)(=O)c2ccccc2Cl)O[C@@H]1CO)c1ccc(F)cc1 ?
Pf Dd2 inh: -13; KDM4C inh: inconclusive; T cruzi growth: -62

Results for CN(C)C(=O)[C@@H]1[C@@H](CO)[C@@H]2Cn3c(ccc(-c4ccccc4)c3=O)[C@H]1N2C(=O)C1CC1 ?
C diff growth: 2; Pf Dd2 inh: -37; KDM4C inh: 0.0; T cruzi growth: 79

How did O=C(C[C@H]1C[C@H]2c3cc(NC(=O)c4ccc5c(c4)OCO5)ccc3O[C@H]2[C@@H](CO)O1)NC1CCCC1 do in these assays?
Pf Dd2 inh: 6; KDM4C inh: -2.4; T cruzi growth: -6

How did C[C@H]1CN([C@@H](C)CO)C(=O)Cc2cc(NC(=O)Nc3ccc(C(F)(F)F)cc3)ccc2O[C@@H]1CN(C)C(=O)NC1CCCCC1 do in these assays?
C diff growth: -11; Pf Dd2 inh: -25; KDM4C inh: 0.9; T cruzi growth: 20

What do the screens show for `N#Cc1ccc(-c2ccc([C@@H]3[C@H]4CN(C(=O)C5CCCCC5)CC(=O)N4[C@H]3CO)cc2)cc1`?
C diff growth: 9; Pf Dd2 inh: -60; KDM4C inh: 0.6
